GluA2 TARP mod = modulators of GluA2-stargazin AMPA receptor complexes, primary screen, cell-based, membrane potential dye | Voltage-dependent calcium channel gamma-2 subunit (Mus musculus) + Glutamate receptor 2 … | HEK293 GluA2+stargazin, membrane potential dye (FDSS), glutamate EC50; hits were called plate by plate, in both directions | calls only at 30 µM | 40,000 compounds, 3.5% hits;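 active means any of four per-well response measures lying three or more SD from its plate-wide compound average, in either direction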
Target sequence (O88602 whole entry, looked up): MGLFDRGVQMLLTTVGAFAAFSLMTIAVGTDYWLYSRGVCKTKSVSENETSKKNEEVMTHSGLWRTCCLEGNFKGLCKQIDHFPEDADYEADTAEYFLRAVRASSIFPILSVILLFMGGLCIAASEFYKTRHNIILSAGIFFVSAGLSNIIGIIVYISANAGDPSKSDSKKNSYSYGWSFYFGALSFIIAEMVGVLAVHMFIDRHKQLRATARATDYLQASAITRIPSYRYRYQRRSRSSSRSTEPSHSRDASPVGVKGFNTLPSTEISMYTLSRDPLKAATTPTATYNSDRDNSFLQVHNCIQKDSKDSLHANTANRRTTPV
Target sequence (P19491 whole entry, looked up): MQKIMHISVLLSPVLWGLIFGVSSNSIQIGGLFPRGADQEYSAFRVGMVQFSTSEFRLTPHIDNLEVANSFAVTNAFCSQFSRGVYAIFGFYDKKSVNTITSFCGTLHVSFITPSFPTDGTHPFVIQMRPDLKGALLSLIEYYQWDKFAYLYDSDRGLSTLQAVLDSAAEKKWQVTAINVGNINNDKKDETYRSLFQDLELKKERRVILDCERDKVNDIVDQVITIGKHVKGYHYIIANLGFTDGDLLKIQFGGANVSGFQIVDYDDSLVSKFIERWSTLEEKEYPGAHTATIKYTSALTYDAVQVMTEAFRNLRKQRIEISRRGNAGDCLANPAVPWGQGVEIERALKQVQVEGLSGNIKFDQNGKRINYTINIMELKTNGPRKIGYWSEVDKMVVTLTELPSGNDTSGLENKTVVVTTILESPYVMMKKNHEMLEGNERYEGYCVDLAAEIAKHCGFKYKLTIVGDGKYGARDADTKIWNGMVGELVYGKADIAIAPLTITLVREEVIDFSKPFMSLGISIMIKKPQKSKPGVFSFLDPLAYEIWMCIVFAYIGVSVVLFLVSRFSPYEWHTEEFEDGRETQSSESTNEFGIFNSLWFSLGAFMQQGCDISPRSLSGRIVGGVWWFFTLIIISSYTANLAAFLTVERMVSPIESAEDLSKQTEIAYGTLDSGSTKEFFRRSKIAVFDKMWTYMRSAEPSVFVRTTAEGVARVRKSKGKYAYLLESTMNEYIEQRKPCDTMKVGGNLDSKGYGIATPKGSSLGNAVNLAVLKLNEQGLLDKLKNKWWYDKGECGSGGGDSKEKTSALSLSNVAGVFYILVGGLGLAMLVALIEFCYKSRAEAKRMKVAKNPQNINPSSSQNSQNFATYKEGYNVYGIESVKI
GluA2 TARP mod agonism max-min = recorded beside GluA2 TARP mod, whose call it bears; compound max-min signal; compound-alone response (agonism);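 unitless range of fluorescence divided by baseline over first 100 seconds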
GluA2 TARP mod glutamate slope = also measured in GluA2 TARP mod; calls as there; glutamate slope, % of max; measured here: glutamate response slope, % max;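 scaled per plate between vehicle wells and maximal 1 mM glutamate control wells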
Starred values were filed as active, the others as inactive; i = inactive; + = active, no number; & = joins results of further samples. This is a subset. The share of hits here may be higher or lower than overall.

Molecule	GluA2 TARP mod	GluA2 TARP mod glutamate slope	GluA2 TARP mod agonism max-min
CC(C)c1nnc(C2CCN(C(=O)CC3CSc4nc5c(c(=O)n43)CCC5)CC2)o1 (centres undefined)	i	48	0.11
CCc1nc2sc(C(c3cccc(Cl)c3)N3CCN(Cc4ccccc4)CC3)c(O)n2n1 (centres undefined)	i	4	0.098
Cc1cc(C(=O)N2CCN(C(=O)c3cnn4ccccc34)CC2)no1	i	46	0.097
CCOc1ccc(C(=O)c2cn(CC(=O)Nc3ccc(Cl)cc3)c3cc4c(cc3c2=O)OCCO4)cc1	i	51	0.082
Cc1[nH]c(=O)[nH]c(=O)c1CC(=O)N1CCN(S(C)(=O)=O)CC1	i	86	0.15
COCCn1c(=O)c2c(nc3n(-c4cccc(C)c4)c(C)cn23)n(C)c1=O	i	65	0.11
CC(=O)c1ccc(N2CCN(C(=O)c3ccc(S(=O)(=O)c4ccc(Cl)cc4)nc3)CC2)cc1	i	57	0.06
Cc1ccc(-n2ncc3c(=O)n(NC(=O)c4ccc(C(C)(C)C)cc4)cnc32)cc1	i	71	0.069
CCOc1ccc(C(=O)NC(C)C(c2cccs2)N2CCOCC2)cc1 (centres undefined)	i	58	0.1
CCCNC(=O)CCCCn1c(=O)c2ccccc2n(CC(=O)Nc2ccc(OC)c(OC)c2)c1=O	i	53	0.057
CCOc1ccc(C(=O)NCC2COC3(CCCCC3)O2)cc1OCC (centres undefined)	i	99	0.09
COc1ccc(NC(=O)c2ccc(S(=O)(=O)N(C)C)cc2)cc1	i	69	0.12
Cc1cc(C)n(-c2ccc(N3CCCC(C(=O)NC4CCCCC4)C3)nn2)n1 (centres undefined)	i	65	0.085
CS(=O)(=O)c1ccc(CC(=O)N(Cc2ccccc2)c2nc3c(Cl)cccc3s2)cc1	i	55	0.059
COCCCNC(=O)C(=O)NC1CCCC1	i	67	0.12
Cc1cc(NC(=O)c2nnn(-c3cccc(C(F)(F)F)c3)c2C)no1	i	39&103	0.087&0.053
COc1ccc(NC(=O)C(=O)NCC(O)c2cccn2C)cc1Cl (centres undefined)	i	68	0.12
O=C(Nc1nccs1)c1ccc(=O)n(Cc2c(F)cccc2Cl)c1	i	54	0.11
COc1ccccc1NC(=S)N1CCN(c2ncccn2)CC1	i	47	0.037
Cc1ccc(C)c(S(=O)(=O)N2CCN(Cc3nc(-c4cccs4)cs3)CC2)c1	i	67	0.11
CC(=O)c1cccc(NS(=O)(=O)c2ccc(-c3ccc(C)cc3)cc2)c1	i	57	0.08
COc1ccc(CCC(=O)Nc2cccc(N3CCCCC3=O)c2)cc1	i	52	0.086
COc1ccc(N2CCCS2(=O)=O)cc1NC(=O)C(=O)NCCN1CCOCC1	i	56	0.094
COc1cccc(C(=O)N(CCCn2ccnc2)c2nc3c(F)cccc3s2)c1OC	i	57	0.066
CS(=O)(=O)N1CCC(CNC(=O)c2ccccn2)CC1	i	37	0.065
COc1ccc(-c2csc(NC(=O)Cc3ccc(SC)cc3)n2)cc1OC	i	53	0.1
O=C1/C(=C/c2ccccc2Cl)Oc2cc(O)ccc21	i	56	0.069
O=C(Nc1nnc(CSc2ccccc2)o1)c1sc2ccccc2c1Cl	i	36	0.15
CCS(=O)(=O)N1CCCc2cc(NS(=O)(=O)c3cc(Cl)ccc3OC)ccc21	i	45	0.13
O=C(NCCCn1cccc1)c1cccc(-n2cnnn2)c1	i	60	0.13

Full records from above. Values in the order: GluA2 TARP mod	GluA2 TARP mod glutamate slope	GluA2 TARP mod agonism max-min
Entry for `COc1ccc(-c2csc(NC(=O)Cc3ccc(SC)cc3)n2)cc1OC` = i	53	0.1
Entry for `CCOc1ccc(C(=O)NC(C)C(c2cccs2)N2CCOCC2)cc1` (centres undefined) = i	58	0.1
Entry for `COCCn1c(=O)c2c(nc3n(-c4cccc(C)c4)c(C)cn23)n(C)c1=O` = i	65	0.11
Entry for `CCc1nc2sc(C(c3cccc(Cl)c3)N3CCN(Cc4ccccc4)CC3)c(O)n2n1` (centres undefined) = i	4	0.098
Entry for `COc1ccc(NC(=O)C(=O)NCC(O)c2cccn2C)cc1Cl` (centres undefined) = i	68	0.12

The listing continues:
Molecule	GluA2 TARP mod	GluA2 TARP mod glutamate slope	GluA2 TARP mod agonism max-min
O=C(Nc1ccc2c(c1)OCCO2)c1ccc(=O)[nH]n1	i	58	0.067
Cc1cc(C)c2c(n1)nn1c(NCC(C)C)cc(C)nc21	+	53*	0.31*
CC(=O)Nc1ccc(Nc2cc(-n3cccn3)ncn2)cc1	i	51	0.12
Cn1c(=NC(=O)CCCS(=O)(=O)c2ccc(F)cc2)sc2cc3c(cc21)OCCO3	i	63	0.099
CCC(C(=O)NCCNC(=O)c1ccc(NC(=O)c2ccc(F)cc2)cc1)c1ccccc1 (centres undefined)	i	52	0.093
O=C(Nc1sc2c(c1-c1nc3ccccc3s1)CCN(Cc1ccccc1)C2)c1cccs1	+	45*	0.35*
Cc1ccc(C(=O)NCCS(=O)(=O)N2CCN(Cc3ccccc3)CC2)cc1C	i	47	0.042
COCCCn1c(C(=O)NC(C)COC)cc2c(=O)n3cccc(C)c3nc21 (centres undefined)	i	57	0.14
Cc1cnc2c(c1SCC(=O)N1CCCCCC1)c(=O)n(C)c(=O)n2C	i	48	0.058
N#Cc1ccc(NC(=O)CSc2n[nH]c(=O)c3cc(-c4ccco4)nn23)cc1	i	63	0.11
COc1ccc(-c2ccc(N3CCC(C(=O)N4CCN(C)CC4)CC3)nn2)cc1	i	86	0.14
Cc1noc(C2CN(C(=O)C(C)Oc3ccccc3)C2)n1 (centres undefined)	i	69	0.16
CCS(=O)(=O)N1CCCc2cc(NC(=O)Nc3ccc4c(c3)OCO4)ccc21	i	55	0.14
CC(C)(C)C(=O)NCCc1nc2ccccc2[nH]1	i	56	0.047
CCc1ccc(C2=NN(S(C)(=O)=O)C(c3ccco3)C2)cc1 (centres undefined)	i	48	0.11
CCSc1ccccc1C(=O)N1CCCC(c2nn(C)c(=O)n2-c2ccccc2)C1 (centres undefined)	i	55	0.072
COc1ccc(-n2nnc3c(N4CCN(C(=O)C(C)Oc5ccccc5)CC4)ncnc32)cc1 (centres undefined)	+	124*	0.092*
COc1ccc(S(=O)(=O)c2cc3cc(Br)cc(Br)c3oc2=O)cc1	i	53	0.099
COc1ccccc1N1CCCn2c1nc1c2c(=O)n(C/C=C/c2ccccc2)c(=O)n1C	i	49	0.051
O=C(O)CC1(C(F)(F)F)OCCO1	i	47	0.048
COc1ccc2nc(-c3cccc(NC(=O)Nc4ccc(OC)c(OC)c4)c3)cn2n1	i	67	0.091
O=C(NCc1ccco1)C(=O)Nc1cccc(N2CCCC2=O)c1	i	48	0.05
COc1cc(C)c(S(=O)(=O)Nc2cccc(-c3ccc(=O)n(C)n3)c2)cc1C	i	60	0.046
COc1ccccc1/C=C/C(=O)c1cc(Br)ccc1OC(=O)N1CCOCC1	i	48	0.042
Cc1cc(C)n(-c2ccc(N3CCC(C(=O)Nc4ccc(C(F)(F)F)cc4)CC3)nn2)n1	i	53	0.1
C=CCNc1oc(-c2ccc(S(=O)(=O)N3CCCCCC3)cc2)nc1C#N	i	47	0.085
Cc1cc(NC(=O)c2cc(C)n(C)n2)n(C(C)C)n1	i	45	0.071
CC(=O)c1cccc(NC(=O)CCc2c(C)nn(-c3nc(C)cc(=O)[nH]3)c2C)c1	i	57	0.095
COc1cccc(C(=O)Nc2ccc3c(c2)CCCN3C(C)=O)c1	i	86	0.11
O=C(NCCS(=O)(=O)N1CCN(Cc2ccccc2)CC1)c1ccccc1	i	74	0.1
Cc1nn(C2CCS(=O)(=O)C2)c2nc(-c3cccs3)cc(C(=O)NC3CCCCC3)c12 (centres undefined)	i	54	0.087
Cc1cc(=O)n(CC(=O)N2CCC(Cc3ccccc3)CC2)cn1	i	57	0.1
c1ccc(COCC2CCNCC2)cc1	i	42	0.028
Cc1cc([N+](=O)[O-])ccc1NC(=O)C(=O)N1CCC(Cc2ccccc2)CC1	i	62	0.13
CCCCCCc1nc(C(N)=O)c2[nH]c(=O)n(-c3ccc(OC)cc3OC)c2n1	i	74	0.039
CCOC(=O)CSc1nnc(-c2cn(C)nc2OC)n1CC	i	35	0.046
CCc1ccc(S(=O)(=O)NCCCn2nc(-c3ccc(Cl)cc3)ccc2=O)s1	i	65	0.088
O=C(Nc1nc2ccccc2s1)C1CCN(S(=O)(=O)c2cccs2)CC1	i	61	0.078
O=S(=O)(Cc1ccc(F)cc1)NCC(O)(c1ccccc1)C(F)(F)F (centres undefined)	i	29	0.21
CCc1ccccc1NC(=O)/C=C/c1ccccc1	i	62	0.041
O=C(O)CN1CCN(Cc2ccccc2)CC1	i	55	0.095
COc1cccc(N2C(=O)CN(Cc3ccc4c(c3)OCO4)C3CS(=O)(=O)CC32)c1 (centres undefined)	i	59	0.081
COc1ccc(-c2ccc(=O)n(CCNS(=O)(=O)c3ccc(F)c(Cl)c3)n2)cc1	i	51	0.061
O=C(NCC1CCN(c2ncccn2)CC1)C1c2ccccc2Oc2ccccc21	i	66	0.1
O=C(CCCCn1c(=O)[nH]c2ccccc2c1=O)NCc1ccccc1Cl	i	43	0.058

Exported with values under each structure: entries from further up.
Under each structure – GluA2 TARP mod | GluA2 TARP mod glutamate slope | GluA2 TARP mod agonism max-min
- CCc1ccc(S(=O)(=O)NCCCn2nc(-c3ccc(Cl)cc3)ccc2=O)s1
    i | 65 | 0.088
- O=C(Nc1nc2ccccc2s1)C1CCN(S(=O)(=O)c2cccs2)CC1
    i | 61 | 0.078
- O=S(=O)(Cc1ccc(F)cc1)NCC(O)(c1ccccc1)C(F)(F)F (centres undefined)
    i | 29 | 0.21
- CCc1ccccc1NC(=O)/C=C/c1ccccc1
    i | 62 | 0.041

Other records.
Molecule	GluA2 TARP mod	GluA2 TARP mod glutamate slope	GluA2 TARP mod agonism max-min
NC(=O)c1c(NC(=O)c2ccno2)sc2c1CCCC2	i	54	0.12
CCOC(=O)N1CCN(CC(O)COc2cc(C)ccc2C)CC1 (centres undefined)	i	51	0.031
CCN1CCc2c(sc(NC(=O)c3cccs3)c2-c2nc3ccccc3s2)C1	i	76	0.098
CS(=O)(=O)c1ccc(CC(=O)N2CCN(c3nc4c(F)cc(F)cc4s3)CC2)cc1	i	47	0.066
CSc1ccccc1NC(=O)C(=O)Nc1ccc(C)c(C)c1	i	72	0.082
Cc1cc(C)n(-c2ccc(N3CCCC(C(=O)Nc4ccc5c(c4)OCCO5)C3)nn2)n1 (centres undefined)	i	66	0.074
COc1cccc(OCC(=O)NCC(C)(O)c2ccc(-c3ccccc3)cc2)c1 (centres undefined)	+	48*	0.2*
COC(=O)c1ccc(C2NC(=O)N(C)C(C)=C2C(=O)OCCc2ccccc2)cc1 (centres undefined)	i	65	0.093
Cc1ccc(S(=O)(=O)N2CCC(C(=O)Nc3sc(C)c(C)c3C#N)CC2)cc1	i	37	0.096
COc1cccc(-c2nnc3ccc(OCCNC(=O)Nc4cc(C)ccc4OC)nn23)c1	i	52	0.12
N#Cc1ccccc1NC(=O)C(=O)NCCN1CCC(c2cccs2)CC1	i	63	0.082
O=C(CN1C(=O)c2ccccc2S1(=O)=O)Nc1ccc(F)c(F)c1F	i	58	0.12
O=C(Nc1ccc(Cl)c(Cl)c1)c1ccc(=O)n(Cc2ccccc2)c1	i	43	0.11
O=C(c1cc(Br)ccc1Cl)N1CCN(C(=O)c2cnn3ccccc23)CC1	i	52	0.092
COc1cc(/C=C2\SC(=S)N(c3ccc(O)cc3)C2=O)cc(OC)c1OC	i	65	0.11
Cc1c(C)c(C)c(S(=O)(=O)NCC2(O)CCCC2)c(C)c1C	i	68	0.091
O=C(NCC(O)(c1ccccc1)C1CC1)c1cc2ccccc2o1 (centres undefined)	i	52	0.1
CN(C)S(=O)(=O)c1ccc(C(=O)NCCn2nc(-c3ccccc3)n(C)c2=O)cc1	i	59	0.11
COc1ccc(F)cc1S(=O)(=O)NCC(O)c1ccc(C(F)(F)F)cc1 (centres undefined)	i	37	0.2
COc1cccc(OCC(=O)Nn2cnc3c(cnn3-c3ccccc3)c2=O)c1	i	66	0.062
O=C(NCc1cccs1)C(=O)Nc1c2c(nn1-c1ccc(Cl)cc1)CSC2	i	55	0.057
c1ccc(-n2ncc3c(NCCCn4ccnc4)nnnc32)cc1	i	44	0.14
CC(C)C(=O)N1CCCc2ccc(NC(=O)C(=O)NCCCO)cc21	i	52	0.052
CC(C)C(=O)Nc1ccc(SCC(=O)Nc2ccc3c(c2)OCO3)nn1	i	61	0.078
CC(C)(C)c1cc(NC(=O)Cc2ccccc2Cl)n(CCO)n1	i	57	0.076
O=C(CSc1ccc(NC(=O)c2cccs2)nn1)NCc1ccco1	i	34	0.12
COc1ccc(NC(=O)CN2N=NC3C(=O)N(c4ccc(F)c(Cl)c4)C(=O)C32)cc1OC (centres undefined)	i	58	0.086
COC(=O)c1cc(OC)c(OC)cc1NC(=O)c1nnn(-c2ccccc2)c1C	i	34&102	0.1&0.12
Cc1ccc(NC(=O)C(=O)NCCC2=CCCCC2)cc1N1CCCC1=O	i	45	0.036
CC(=O)N1CCc2c(sc(NC(=O)/C=C/c3ccccc3Cl)c2-c2nc3ccccc3s2)C1	i	29	0.064
Cc1ccc2c(c1)N(C(=O)Cn1c(-c3ccc(F)cc3)ncc(C#N)c1=O)CCO2	i	37	0.093
COc1ccc(S(=O)(=O)NCCCn2nc(-c3ccco3)ccc2=O)c(OC)c1	i	62	0.1
